b-catenin transl = modulators of beta-catenin nuclear translocation, primary screen, imaging, HeLa cells, immunofluorescence, high-content. nuclear translocation activity, % at 5 µM. hit rate 0.3% among 190,000. AID 1665, 2009;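 active means nuclear translocation activity above 50% at 5 µM, with a well cell count of 50 or more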;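 further: per-cell ratio of nuclear to cytoplasmic median beta-catenin stain intensity; plate controls were DMSO negative control for no effect and GSK-3 inhibitor IX positive control for full effect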
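System: HeLa cells, endogenous beta-catenin; compound dosing: 5 µM primary single dose, 0.1% DMSO, 0.02–20 µM confirmation series; incubation: 24 h compound exposure at 37°C, 5% CO2; signal: beta-catenin immunofluorescence imaging with DAPI; evaluation: % activation, nuclear-to-cytoplasmic median beta-catenin signal ratio per cell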
WT yeast gro inh = growth inhibition of WT strain, primary screen, mitochondrial fusion inhibitor project, WT and mutant strains, chemical genetic; mitochondrial fusion phenotypic screen; inhibition, % at 10 µM; AID 1362, 2008; hit rate 2.1% among 190,000; in the data active means inhibition above about 58%; tested in S. cerevisiae
Autophagy HCS = autophagy modulators in MEF cells, primary screen, imaging, high-content, MEF GFP-LC3; calls only at 10 µM (by protocol); AID 463193, 2010; hit rate 0.98% among 190,000; MEF GFP-LC3 puncta imaging; test concentration mostly 10 µM;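 active means percentage of spot-positive cells more than 3 SD above its plate mean, without a fluorescence outlier flag or 80% toxicity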;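 further: spot-positive cell cutoff set from DMSO-treated cells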
human PMI inhibition = inhibitors of human PMI, primary screen, biochemical, fluorescence intensity, coupled assay (AID 1209); hit rate 0.42% among 190,000; Mannose-6-phosphate isomerase (Homo sapiens); inhibition, % at 20 µM, or IC50 in µM where a hit was titrated; purified PMI enzyme, coupled fluorescence intensity; higher % means a stronger effect;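 further: plate controls were DMSO vehicle for no effect and wells lacking substrate for full effect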
MT stabilize HCS = microtubule stabilizers in HeLa cells, primary screen, imaging, high-content imaging; HeLa tubulin immunostaining HCS, 24 h; share of cells brighter than vehicle mean+2SD; % tubulin-high responders, % at 10 µM; hit rate 0.83% among 200,000;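 active means plate Z-score above 3 for both tubulin-high and condensed-nucleus cell shares, with cell loss under 80%, at 10 µM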;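 further: anti alpha tubulin signal scored within the nucleus-defined area of each cell; some results filed as inactive read as strong as hits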
Yfh1-off respiration = enhancers of respiration in Yfh1-depleted yeast, dose response, Friedreich's ataxia, plus single-dose screen (AID 1465); S. cerevisiae Yfh1-off respiration, WST-1 reduction, 72 h; higher fold induction means a stronger effect; one-dose fold induction at 50 µM; EC50 in µM for titrated hits; hit rate 0.074% among 220,000;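 active means fold induction of absorbance versus untreated yeast above a set limit, then at least 30% activation at any dose in follow-up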;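 further: activators that raise dye reduction in frataxin-depleted yeast; strong numbers were not always called active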
PMI inhibition = human PMI inhibitors, high substrate, primary screen, biochemical, fluorescence intensity, high mannose 6-phosphate (AID 1220). Mannose-6-phosphate isomerase (Homo sapiens). hit rate 0.66% among 190,000. recombinant PMI enzyme, coupled fluorescence intensity; higher % means a stronger effect. one-dose inhibition, % at 20 µM; IC50 in µM for titrated hits
Insulin prom up = insulin promoter activators in MIN6 cells, imaging, high-content screening, mouse beta cells. hit rate 0.3% among 190,000. MIN6 insulin promoter-GFP reporter; active compounds read high. AID 1625, 2009. z-score at 5 µM;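 active means z-score above 3 at 5 µM with at least 500 cells counted in the well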
Dynein transport = inhibitors of GR-EGFP nuclear translocation, primary screen, dynein cargo transport inhibitor project, imaging, high-content, 3617.4 mouse cells; hit rate 0.47% among 220,000; test concentration mostly 20 µM; stimulated with dexamethasone, 1 µM; active compounds read low; AID 1381, 2008; z-score, hits read low;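 active means plate z-score of nuclear minus cytoplasmic receptor signal below a set negative limit, without overly bright fluorescence or cell loss, cut at about -3.5 in these data, passing the limit was not always enough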;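 further: z-score of nuclear minus cytoplasmic ring GR-EGFP intensity difference per well; some compounds called inactive have numbers as strong as hits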
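Buffer or medium: tetracycline-free induction medium containing charcoal-stripped FBS / Reagent: dexamethasone agonist, 1.0 µM final, for 30 min / Technique: automated 10x imaging of fixed Hoechst-stained cells / Times: induction 48 h, compound 1 h, agonist 30 min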
WT yeast gro inh mutant strain = recorded beside WT yeast gro inh, whose call it bears; inhibition, %; mitochondrial fusion phenotypic screen, mutant strain inhibition
Dynein transport cytoplasmic EGFP = further read-out of Dynein transport, marked with its call; z-score; measured here: cytoplasmic GR-EGFP intensity; active compounds read high
Dynein transport nuclear GR-EGFP = recorded beside Dynein transport, whose call it bears; z-score; measured here: nuclear GR-EGFP intensity;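 lower value marks the stronger effect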
Dynein transport cell count = further read-out of Dynein transport, marked with its call; z-score; measured here: cell count per field
Insulin prom up cell count = also measured in Insulin prom up; calls as there; cell count; measured here: cytotoxicity, nuclei count;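 total cells summed across four imaged fields per well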
b-catenin transl cell count 5 µM = further read-out of b-catenin transl, marked with its call; cell count; measured here: cell count, cytotoxicity flag
MT stabilize HCS Hoechst-high % = recorded beside MT stabilize HCS, whose call it bears; % Hoechst-high responders; measured here: nuclear condensation Hoechst responders;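 share of cells brighter than vehicle mean plus two SD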
MT stabilize HCS cytotoxicity % = recorded beside MT stabilize HCS, whose call it bears; toxicity, %; measured here: cytotoxicity by cell density;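 0% = mean cell density of plate MIN control wells and 100% = no cells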
Autophagy HCS cell loss 18 h = recorded beside Autophagy HCS, whose call it bears; toxicity, %; measured here: cell loss, nuclei count;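 cell loss after 18 h compound exposure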
* hit, by the source's call; i = inactive; . = no result given. Unless noted, no stated cut-off is given here; in the data, active means inhibition above about 50%; inactive means the rest.

mol,b-catenin transl,b-catenin transl cell count 5 µM,WT yeast gro inh,WT yeast gro inh mutant strain,Autophagy HCS,Autophagy HCS cell loss 18 h,human PMI inhibition,MT stabilize HCS,MT stabilize HCS Hoechst-high %,MT stabilize HCS cytotoxicity %,Yfh1-off respiration,PMI inhibition,Insulin prom up,Insulin prom up cell count,Dynein transport,Dynein transport cytoplasmic EGFP,Dynein transport nuclear GR-EGFP,Dynein transport cell count
CCC(C(=O)O)P(=O)(c1ccc(Cl)cc1)c1ccc(Cl)cc1 (stereo unspecified),-0.6,1470,1.2,-1.3,i,18.7,-10.5%,2.2,1.7,11.2,i,-2.6%,-0.02,1400,0.246,-0.228,0.121,-0.0872
CCN(CC)S(=O)(=O)c1cccc(C(=O)OCc2cc(=O)n3nc(C)sc3n2)c1,-5.4,1032,27.5,13.8,i,-1.9,-1.8%,3.2,1.8,7.9,i,-6.0%,0.22,1533,-0.591,-0.379,-0.356,0.435
CC(C)c1nnc(NC(=O)CCC(=O)Nc2ccc(F)cc2)s1,-4.0,779,-1.3,7.0,i,-2.8,2.3%,3.3,2.3,6.3,i,-6.2%,0.37,1328,0.565,-0.109,0.316,0.177
COc1ccc(-c2nc3n(c(=O)c2C#N)CCCS3)cc1,-0.4,1124,75.5*,-10.4*,i,14.2,1.6%,2.6,1.8,8.2,i,-8.9%,1.05,737,-0.0876,-0.17,0.394,0.388
O=C(Nc1ccc(S(=O)(=O)N2CCc3ccccc32)cc1)c1ccc2c(c1)OCO2,-1.0,1021,20.7,-35.4,i,-5.9,15.6%,3.0,1.6,5.4,i,13.1%,-1.42,1417,0.417,-0.261,0.219,0.606
Cn1nnnc1SCC(=O)Nc1ccccc1C(=O)NC1CC1,.,.,-12.0,-34.8,i,-3.0,-12.1%,1.3,1.6,5.4,i,-12.3%,-0.92,899,0.283,0.084,0.229,-0.307
CSc1nc2sc(-c3ccccc3)cc2c(=O)n1N,-0.6,1338,41.4,38.8,i,-25.2,-6.6%,3.1,1.3,5.3,.,-12.6%,0.67,1586,0.399,-0.19,0.941,0.164
CNC(=O)c1sc(N2N=C3/C(=C/c4ccccc4)CCCC3C2c2ccccc2)nc1C (stereo unspecified),-3.2,1325,-1.1,-1.4,i,-0.8,8.7%,2.4,1.3,5.7,i,0.2%,-0.99,1015,1.21,0.0614,0.726,-1.63
CCC(=O)N(C)C(c1ccccc1Cl)c1nnnn1-c1c(C)cccc1C (stereo unspecified),-1.5,1083,1.6,1.0,i,-29.1,1.8%,2.9,2.2,3.8,i,-2.1%,0.33,845,-0.338,-0.215,-0.383,0.588
COc1ccc(NC(=O)CSc2n[nH]c(C(C)C)n2)c([N+](=O)[O-])c1,-2.8,1097,0.3,-2.7,i,-3.7,-4.5%,5.1,1.3,5.8,i,-3.4%,-0.52,1424,-0.451,0.268,-0.155,-5.79
Cc1ccc(OCCn2cc(/C=C3\C(=O)NN(c4ccccc4)C3=O)c3ccccc32)cc1,-0.9,941,13.6,-14.0,i,0.8,5.0%,2.6,3.1,6.9,i,4.8%,0.24,2185,0.0127,-0.195,1.13,-0.978
COc1ccc(NC(=O)N2CCCCCC2)c(OC)c1,-4.1,1012,5.6,1.4,i,11.3,8.1%,2.3,1.6,4.0,i,11.1%,0.57,1566,-0.759,-0.298,-0.388,0.923
CCOCCCNC(=O)c1c(N)n(-c2ccc3c(c2)OCO3)c2nc3ccccc3nc12,-0.7,1312,.,.,.,.,.,.,.,.,i,.,-0.65,1267,0.417,-0.204,0.788,-0.472
N#Cc1c(NC(=O)CSc2nc3ccccc3s2)sc2c1CCCC2,-1.9,975,3.9,9.6,i,7.4,6.1%,1.8,3.3,10.6,i,4.3%,-0.01,1280,-0.519,-0.218,0.0149,0.332
Cc1ccc(CNC(=O)CSc2c3c(nc4ccc(Cl)cc24)CCCC3)o1,.,.,-1.3,-8.7,i,-3.4,16.5%,1.6,1.5,7.4,i,13.1%,0.36,900,-0.439,-0.139,-0.372,0.732
CC1=NN(c2ccccc2)C(=O)C1N=Nc1ccc(S(N)(=O)=O)cc1 (stereo unspecified),-3.8,1130,.,.,.,.,.,.,.,.,i,.,0.25,1310,-0.0727,0.629,0.0817,0.47
CCOc1ccc(-c2nc(CSc3nnc(N)s3)cs2)cc1OC,-7.1,1243,5.3,-7.5,i,1.5,6.1%,3.3,2.1,5.9,i,-1.6%,-0.51,974,-0.237,-0.237,-0.129,0.417
COC(=O)C(C)NC(=O)C12CC3CC(CC(C3)C1)C2 (stereo unspecified),-1.9,1067,0.3,34.4,i,5.9,9.3%,4.3,0.7,73.1,i,3.6%,0.08,1830,-1.19,-0.262,-0.5,0.634
CC1CCC/C(=C\Nc2ccccc2C(=O)O)C1=O (stereo unspecified),-7.2,971,4.6,-7.2,i,18.9,-12.4%,4.9,2.4,3.7,i,1.5%,0.5,1316,3.24,-0.0703,2.03,-2.1
CCC(C)C(=O)Nc1nnc(SCC(=O)NC(C)(C)C)s1 (stereo unspecified),2.5,1001,1.7,-12.6,i,12.7,-15.2%,2.1,1.8,4.3,i,-12.0%,1.11,980,-0.398,-0.0503,-0.402,0.709
Cc1cccc(N(CC(=O)N/N=C/c2ccc(OCC(=O)NCc3ccco3)cc2)S(C)(=O)=O)c1C,.,.,-1.2,2.6,i,-4.9,-1.2%,3.1,1.0,5.0,i,3.2%,-0.2,695,1.46,-0.237,1.39,-0.566
CCN(CC)CC(O)CN1C(=O)NC(C)(C)C1=O (stereo unspecified),0.2,1057,-12.9,-14.6,i,8.9,2.4%,3.2,1.1,7.2,i,-8.1%,0.28,1452,-0.604,-0.325,-0.101,0.924
O=C(NCCCN1CCOCC1)C(=O)N/N=C/c1ccc(F)cc1,0.7,1007,-4.6,9.1,i,5.5,-1.2%,2.9,1.2,8.1,i,-8.6%,-0.1,1469,-0.216,-0.288,-0.167,0.303
CCCCC(=O)Nc1ccc(C(=O)NNC(=O)c2cccs2)cc1,-1.8,1106,8.3,10.7,i,10.7,10.4%,7.3,1.1,9.0,i,0.2%,0.28,1477,0.265,-0.24,0.174,-0.0409
N/C(=N\OC(=O)Nc1ccccc1)c1ncc(C(F)(F)F)cc1Cl,.,.,-0.7,-31.0,i,-7.0,10.8%,1.5,2.2,10.8,i,4.4%,0.51,768,-0.226,0.613,-0.243,-0.0741
CC1(C)CC(=O)C(C(=O)/C=C/NCCc2ccccc2)C(=O)C1,-3.1,1211,-1.4,-16.2,i,5.6,-13.3%,2.3,2.0,8.2,i,-13.7%,-0.58,897,0.474,-0.149,0.339,-0.49
CCN1C(=O)C(CC(=O)Nc2ccc(OC)cc2)N(CCN2CCOCC2)C1=S (stereo unspecified),-3.5,1104,.,.,.,.,.,.,.,.,i,.,-0.41,1411,0.0204,-0.253,0.0183,-0.167
CNC(=S)N1CCc2cc(OC)c(OC)cc2C1,1.2,1355,.,.,.,.,.,.,.,.,i,.,-0.47,1071,-0.621,-0.258,-0.212,0.847
COc1ccc(S(=O)(=O)n2ccc(-c3ccc(OCCN(C)c4ccccn4)cc3)n2)cc1,.,.,2.3,-15.1,i,15.1,10.2%,3.7,1.8,6.7,i,7.8%,.,.,-0.661,-0.189,-0.534,-0.411
CCCCCCNC(=O)CCCCCNS(=O)(=O)c1ccc(Br)cc1,-0.8,1127,6.5,0.6,i,0.9,-8.8%,4.4,3.1,5.7,i,-13.6%,-0.36,1177,-0.151,-0.142,0.0463,0.415
COc1ccccc1-n1cc(CN2CCN(C3CCCCC3)C(CCO)C2)cn1 (stereo unspecified),0.2,1511,-13.9,2.1,i,10.7,-2.7%,7.0,1.2,3.4,i,-11.4%,0.7,1330,-0.143,-0.247,-0.331,0.446
CC1CCN(c2c(NCC3CCC(C(=O)NCc4ccccc4Cl)CC3)c(=O)c2=O)CC1 (stereo unspecified),-0.2,544,-1.1,5.1,i,6.8,-4.8%,2.9,1.7,11.2,.,-0.6%,-1.63,1215,-0.389,-0.1,0.458,-1.17
CCOC(=O)CSc1ccc(C(=O)N2CCN(C)CC2)cc1[N+](=O)[O-],0.9,1131,-17.3,-9.7,i,0.2,-6.2%,.,.,.,i,-4.2%,0.18,1363,-1.2,-0.329,-0.322,0.649
CCc1ccc(NC(=O)CO/N=C(\C)c2cc3ccccc3o2)cc1,0.1,939,17.5,30.6,i,1.7,24.1%,1.9,2.6,3.5,i,45.0%,-0.47,1229,-0.577,-0.243,-0.331,1.15
O=C(Nc1cc2c(cc1Cl)OCCCO2)c1ccccc1,-3.4,1215,-1.2,-4.1,i,-9.4,4.2%,2.0,1.0,7.2,i,-0.1%,-0.57,944,0.0771,-0.00489,0.706,0.569
Clc1cc2c(cc1/C=N/Nc1nc(N3CCOCC3)nc(N3CCOCC3)n1)OCO2,.,.,1.6,-1.0,i,1.1,7.7%,2.9,3.1,9.6,i,0.9%,-0.02,1211,-0.646,-0.247,-0.324,0.802
Cn1ccsc1=NC(=O)c1ccccc1F,-1.8,1064,4.4,1.6,i,1.3,-11.0%,3.1,3.3,8.0,i,-8.0%,-0.41,1268,-0.24,-0.304,0.158,0.109
